Screening results (PubChem)
Scp1 inh = Scp-1 (human) phosphatase inhibition; Q9GZU7; Recombinant Scp1, phosphopeptide, malachite green phosphate absorbance; 340,000 tested, 0.88% active; inhibition, % at 20 µM; AID 493091;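 active means inhibition above about 50% at 20 µM, limit read from the data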;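 further: plate controls were DMSO wells with enzyme for no effect and wells lacking enzyme for full effect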
Target sequence (Q9GZU7 76-261 limits assumed): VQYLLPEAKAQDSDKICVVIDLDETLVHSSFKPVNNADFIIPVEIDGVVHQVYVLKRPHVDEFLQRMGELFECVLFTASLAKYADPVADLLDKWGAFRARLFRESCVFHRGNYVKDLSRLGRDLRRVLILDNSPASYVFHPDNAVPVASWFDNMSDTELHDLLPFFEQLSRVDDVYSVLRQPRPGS
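Test system: SCP-1 catalytic domain; Buffer or medium: Acidic Tris acetate buffer with magnesium and detergent; Also added: Phosphorylated 17-residue peptide substrate; Compound: single 20 µM dose, 1% DMSO; Schedule: enzyme reaction 45 min at room temperature, colour 5 min, stabilisation 30 min; Signal: Phosphate-binding colour reagent, absorbance read at 630 nm.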
CSN inh = inhibitors of human CSN-mediated cullin deneddylation; 360,000 tested, 0.38% active; Purified CSN, SCF-Nedd8-OG deneddylation, fluorescence polarization; Q92905; inhibition, % at 12.5 µM;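 active means pattern-corrected inhibition above about 35%, with an unprinted fluorescence ratio check between 0.5 and 1.5, limit read from the data, passing the limit was not always enough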;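 further: 0% = enzyme with substrate and 100% = substrate without enzyme; some results filed as inactive read as strong as hits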
Target sequence (Q92905 whole entry, looked up, one chain of several): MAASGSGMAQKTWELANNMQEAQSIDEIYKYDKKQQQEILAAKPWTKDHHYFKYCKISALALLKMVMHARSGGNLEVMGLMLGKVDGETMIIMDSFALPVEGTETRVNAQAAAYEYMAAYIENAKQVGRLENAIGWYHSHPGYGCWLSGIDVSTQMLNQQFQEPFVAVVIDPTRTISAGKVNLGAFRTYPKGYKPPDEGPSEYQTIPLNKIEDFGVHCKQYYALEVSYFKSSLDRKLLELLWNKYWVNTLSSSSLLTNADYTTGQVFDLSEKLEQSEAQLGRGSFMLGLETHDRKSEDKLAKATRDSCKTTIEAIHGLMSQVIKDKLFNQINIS
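Material: human Csn5 produced in HEK293T cells; Input: enzyme 0.24 nM; Reagent: SCFSkp2-Nedd8OG substrate at 10 nM final; Dosing: 12.5 µM compound; Incubation: 90 min reaction at room temperature; Detection: fluorescence polarization of the substrate; Evaluation: % inhibition of substrate cleavage by Csn5; Control set: substrate-only high control, full reaction low control.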
MLLE-PAM2 inh = blocks PAM2 peptide binding to the PABP1 MLLE domain | P11940 | GST-MLLE / FITC-PAM2 fluorescence polarization | inhibition, % at 20 µM | 360,000 tested, 0.36% active; in the data active means inhibition above about 35%, passing the limit was not always enough;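 further: plate controls were DMSO wells with GST-MLLE for no effect and wells lacking GST-MLLE protein for full effect; some results filed as inactive read as strong as hits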
Rpn11 inh = Rpn11 (human) deubiquitinase inhibition; human 26S proteasome, Ub4-pepOG fluorescence polarization; 20S core pre-blocked with epoxomicin; calls only at 20 µM; 360,000 tested, 0.59% active; O00487;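 active means inhibition at 20 µM, scaled to each plate's controls, above about 33%, limit read from the data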
NadD inh = NadD (S. aureus) enzyme inhibition; purified NadD enzyme, colorimetric absorbance read-out; inhibition, % at 20 µM; 360,000 tested, 0.78% active; AID 602399; in the data active means inhibition above about 26%; further: some compounds past the cut are filed as inactive
SUMO1-SIM PPI = alters human SUMO1 binding to SIM partners | P63165 | SUMO1 binding to a labelled peptide, TR-FRET, 1 h | inhibition, % at 20 µM | 360,000 tested, 0.33% active | AID 602429; in the data active means inhibition above about 37%
DNMT1 block = inhibitors of human DNMT1. DNMT1 molecular beacon, Hinp1I cleavage, fluorescence. inhibition (reported as % activation of signal), % at 10 µM. 360,000 tested, 0.83% active. AID 588458; in the data active means inhibition above about 50%
TbMetRS inhib = Trypanosoma brucei MetRS inhibition | purified T. brucei MetRS, ATP depletion, Kinase-Glo luminescence | inhibition, % at 11.9 µM | 360,000 tested, 0.4% active;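 active means inhibition above a per-plate cutoff of the control wells' mean inhibition plus 3 SD, cut at about 5.5% in these data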;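 further: 0% = DMSO wells median and 100% = median of wells with control inhibitor compound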
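Test system: purified T. brucei MetRS enzyme. Also added: ATP, methionine and E. coli bulk tRNA substrates. Compound: 11.9 µM single point. Schedule: 15 min enzyme-compound preincubation, 2 h reaction, 10 min detection, 25 °C. Signal: luciferase luminescence of residual ATP, Kinase-Glo. Evaluation: percent inhibition versus plate control medians. Controls: DMSO wells, low control.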
STEP inh = blocks human striatal-enriched tyrosine phosphatase | inhibition, % at 20 µM | 360,000 tested, 0.25% active | recombinant STEP, OMFP fluorogenic substrate, fluorescence | P54829;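 active means inhibition at 20 µM, scaled per plate between control wells, above about 37%, limit read from the data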;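 further: 0% = DMSO with enzyme and substrate and 100% = substrate only without enzyme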
Target sequence (P54829 whole entry, looked up): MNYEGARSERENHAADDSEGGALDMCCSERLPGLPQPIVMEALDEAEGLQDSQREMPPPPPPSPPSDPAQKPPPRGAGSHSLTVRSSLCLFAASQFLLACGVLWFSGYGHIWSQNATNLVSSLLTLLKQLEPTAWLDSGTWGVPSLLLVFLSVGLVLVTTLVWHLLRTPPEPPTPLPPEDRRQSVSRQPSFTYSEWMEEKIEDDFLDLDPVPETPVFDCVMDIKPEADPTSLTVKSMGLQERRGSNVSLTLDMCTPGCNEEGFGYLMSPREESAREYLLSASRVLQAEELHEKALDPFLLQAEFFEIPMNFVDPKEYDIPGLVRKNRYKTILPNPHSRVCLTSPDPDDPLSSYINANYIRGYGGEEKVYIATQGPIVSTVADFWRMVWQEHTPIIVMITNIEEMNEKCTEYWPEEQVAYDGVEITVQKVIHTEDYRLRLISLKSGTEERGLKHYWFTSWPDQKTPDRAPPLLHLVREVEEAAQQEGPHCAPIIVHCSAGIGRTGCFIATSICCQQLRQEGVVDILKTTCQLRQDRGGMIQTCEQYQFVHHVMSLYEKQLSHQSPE
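Measure: Control-normalized % inhibition with plate pattern correction | Test system: STEP phosphatase, cell-free reaction | Medium: pH 6.0 Bis-Tris with DTT and Tween 20 | Technique: Fluorescence, 480/540 nm | Times: Reaction 20 min, ambient temperature | Doses: Single compound dose of 20 µM, 1% DMSO final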
LMPTP inh = LMPTP (human) inhibition; recombinant LMPTP-A, OMFP fluorogenic substrate, fluorescence intensity; AID 651560; 360,000 tested, 0.22% active; P24666; inhibition, % at 20 µM;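 active means compounds that cut the enzyme signal by at least half of the control window in the single-dose screen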;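 further: plate controls were DMSO wells with enzyme plus substrate for no effect and substrate without enzyme for full effect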
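Assay system: LMPTP-A phosphatase enzyme | Input: 0.625 nM enzyme | Also added: Fluorogenic phosphatase substrate OMFP at 400 µM final | Compound dosing: One test concentration per compound, 20 µM, with 3% DMSO overall | Schedule: 50 min enzyme reaction at room temperature, protected from light | Signal: Fluorescence intensity | Benchmarks: no-enzyme and uninhibited controls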
The depositor's hits bear a star; i = inactive; . = not tested or not shown.

SMILES	Scp1 inh	CSN inh	MLLE-PAM2 inh	Rpn11 inh	NadD inh	SUMO1-SIM PPI	DNMT1 block	TbMetRS inhib	STEP inh	LMPTP inh
COc1ccc(C(=O)Oc2cc(/C=N/NS(=O)(=O)c3ccccc3)ccc2OC)cc1	-16	-1	-10	i	7	-6	-8	-0.8	-2	1.7
CC1=NN(C(N)=S)C(=O)C1N=Nc1ccccc1Cl (stereo not drawn)	-7	-2	23	i	3	-20	-5	-0.6	9	0.6
COc1ccc(-c2cc(=O)c(C(=O)c3ccc(C)cc3)n[nH]2)cc1	1	-2	10	i	2	5	3	0.1	1	-0.4
CN(CC(=O)Nc1cccc(Cl)c1)S(=O)(=O)c1ccc2[nH]c(=O)oc2c1	0	7	-12	i	-1	-2	3	0.6	-1	1.1
Cc1cccc2cc(COC(=O)COc3ccccc3)c(=O)[nH]c12	-12	5	-2	i	-9	-2	-1	-0.6	2	2.2
O=c1[nH]c2ccccc2nc1-c1c[nH]c2ccccc12	-7	2	11	i	0	-14	-8	1.4	-5	3.2
CC1CN(C(=O)Nc2cccc(Cl)c2)C2(CCCCCC2)O1 (stereo not drawn)	4	2	1	i	-1	-3	1	1.2	-4	-1.1
O=C(NC(=S)Nc1ccc(S(=O)(=O)Nc2ncccn2)cc1)c1cccc(Br)c1	-10	-2	27	i	1	10	-2	0.7	3	1.1
COc1ccc(-c2nn(CCC#N)cc2C(=O)Nc2ccccn2)cc1OC	0	-2	4	i	-3	3	6	-0.4	-2	1.2
O=C(O)C1CCCCC1C(=O)Nc1ccccc1C(=O)N1CCN(c2ccc(F)cc2)CC1 (stereo not drawn)	2	-5	11	i	0	-2	1	-0.9	-1	-1.5
CC1Cc2ccccc2N1CC(=O)NCc1ccccc1Cl (stereo not drawn)	-8	-10	-6	i	1	2	-1	-0.3	-3	-0.7
COc1ccc(OCc2cccc(C(=O)Nn3cc([N+](=O)[O-])cn3)c2)cc1	-4	-9	5	i	-6	2	3	-0.9	0	-1.6
COC(=O)c1ccc(NC(=O)CCNS(=O)(=O)c2cccc3nonc23)cc1	-8	4	6	i	-4	-21	0	-0.5	0	-1.6
O=C(N/N=C/C=C/c1ccco1)/C(=C/c1ccccc1)NC(=O)c1ccccc1	3	23	4	i	30	-3	24	0.7	5	2.2
CCOC(=O)C(CCCOc1ccccc1)C(=O)OCC	-3	-3	8	i	1	-5	-1	-0.7	0	-1.6
COc1ccc(Cl)cc1NC(=O)CN(C)C(=O)CN1C(=O)NC(C)(c2ccc3ccccc3c2)C1=O (stereo not drawn)	-8	2	16	i	16	-2	-12	0.0	0	1.8
COc1ccc2c(c1OC)C(=O)OC2	-4	4	-6	i	-1	5	2	-0.9	-3	-0.6
O=C(COC(=O)/C=C/c1ccc(OC(F)F)cc1)NCc1cccs1	-3	-15	6	i	-7	-3	-3	1.0	-2	-1.1
CC(=O)Nc1cccc(N(C)C)c1	-1	-2	-1	i	7	-4	0	-1.9	0	0.5
CCOC(=O)C1(C(=O)OCC)NC(=O)CC1CC (stereo not drawn)	-3	2	-3	i	-1	-1	12	0.2	-3	-0.4
CC(=O)Nc1ccc(S(=O)(=O)NC2(C(F)(F)F)C(=O)Nc3c2c(=O)[nH]c(=O)n3Cc2ccco2)cc1 (stereo not drawn)	0	-6	1	i	-7	-1	0	0.3	1	0.0
O=C(NCCc1ccccn1)c1ccc(OC(F)F)cc1	6	9	-5	i	3	2	-2	-0.8	0	-0.1
COc1ccc(N2C(=O)CC(NCc3ccc(F)cc3)C2=O)cc1 (stereo not drawn)	-2	0	-3	i	-2	-2	0	0.1	0	-1.8
Cc1ccc(S(=O)(=O)C(C#N)c2nc3ccccc3nc2N2CCN(C)CC2)cc1C (stereo not drawn)	6	-17	23	i	2	-3	-4	-1.2	0	-1.6
Oc1ccc[n+](CCCCC[n+]2cccc(O)c2)c1	6	1	-8	i	-3	-3	17	0.1	2	-1.3

Reprinted at random: 3 records from the list, in no set order.
SMILES	Scp1 inh	CSN inh	MLLE-PAM2 inh	Rpn11 inh	NadD inh	SUMO1-SIM PPI	DNMT1 block	TbMetRS inhib	STEP inh	LMPTP inh
O=c1[nH]c2ccccc2nc1-c1c[nH]c2ccccc12	-7	2	11	i	0	-14	-8	1.4	-5	3.2
Cc1cccc2cc(COC(=O)COc3ccccc3)c(=O)[nH]c12	-12	5	-2	i	-9	-2	-1	-0.6	2	2.2
CCOC(=O)C(CCCOc1ccccc1)C(=O)OCC	-3	-3	8	i	1	-5	-1	-0.7	0	-1.6

Of the compounds above, these contain a furan ring, fused or not:
SMILES	Scp1 inh	CSN inh	MLLE-PAM2 inh	Rpn11 inh	NadD inh	SUMO1-SIM PPI	DNMT1 block	TbMetRS inhib	STEP inh	LMPTP inh
O=C(N/N=C/C=C/c1ccco1)/C(=C/c1ccccc1)NC(=O)c1ccccc1	3	23	4	i	30	-3	24	0.7	5	2.2
CC(=O)Nc1ccc(S(=O)(=O)NC2(C(F)(F)F)C(=O)Nc3c2c(=O)[nH]c(=O)n3Cc2ccco2)cc1 (stereo not drawn)	0	-6	1	i	-7	-1	0	0.3	1	0.0

(next part)
SMILES	Scp1 inh	CSN inh	MLLE-PAM2 inh	Rpn11 inh	NadD inh	SUMO1-SIM PPI	DNMT1 block	TbMetRS inhib	STEP inh	LMPTP inh
CCCOc1cccc(C2C(C(=O)c3ccc(C)o3)=C(O)C(=O)N2CCN2CCOCC2)c1 (stereo not drawn)	-6	7	-8	i	5	-9	-1	-0.5	2	1.4
CCOC(=O)c1cnn2c1[nH]c(=O)c1ccccc12	-2	3	-7	i	-5	3	3	-1.7	0	0.2
CCC(C)c1ccccc1NC(=O)COc1ccc(-n2cnnn2)cc1 (stereo not drawn)	24	-5	-4	i	-4	-1	1	-0.2	1	1.0
Nc1ccccc1OCCOc1ccccc1N	-6	-1	1	i	-2	2	-5	-0.3	1	0.5
O=C(Oc1ccc2ccccc2c1)c1ccccc1	-14	-6	-5	i	-3	5	0	0.0	7	1.7
O=C(NCc1ccccc1F)Nc1ccc([N+](=O)[O-])cc1	-11	5	-8	i	-5	-15	1	0.6	-2	0.6
c1ccc2c(c1)nc(NCCN1CCOCC1)c1nncn12	-10	-7	2	i	-3	6	-1	0.0	1	-0.9
Cc1cc(C(=O)OCC(=O)Nc2cc(Cl)ccc2C)c(C)o1	-6	-3	2	i	-4	-1	0	-0.4	1	0.4
Cc1cccc2cc(C#N)c(SCC#N)nc12	1	2	-4	i	0	-7	10	0.0	1	4.3
C/C(=N\NC(=O)c1ccc(N2CCCC2=O)cc1)c1ccc(O)cc1O	-25	-6	-3	i	-1	-1	0	-0.6	-1	0.5
CCn1nc(C)c(C2C(C#N)=C(N)OC3=C2C(=O)CC(C)(C)C3)c1C (stereo not drawn)	-11	-3	-2	i	-1	1	-4	-1.0	-2	-0.5
Cc1ccc(OCC(=O)Nc2ccc(N3CCN(C(=O)c4ccc(C)cc4)CC3)cc2)cc1	7	2	-8	i	4	2	-4	0.1	0	0.4
COc1ccc(OC)c(S(=O)(=O)N2CCCC(C(=O)NCCN3CCOCC3)C2)c1 (stereo not drawn)	-9	2	14	i	-2	-6	2	-0.3	0	0.0
O=C(c1ccc(Cl)cc1)N(Cc1ccccc1F)N1C(=O)CCCC1=O	6	1	15	i	-3	1	0	-1.2	0	-2.0
CCNS(=O)(=O)c1ccc2c(c1)n(C)c(=O)n2C	-2	1	5	i	2	-2	1	-0.2	-3	-1.9
C[C@@H]1CN([C@@H](C)CO)C(=O)CCCn2nncc2CO[C@@H]1CN(C)C(=O)CCC(F)(F)F	.	-2	0	i	-6	2	2	-1.6	1	-1.4
CN(CC(=O)Nc1ccccc1Cl)CC(=O)N(C)c1c(N)n(Cc2ccccc2)c(=O)[nH]c1=O	-12	-8	-7	i	1	-2	-1	-0.1	-3	2.0
C=CCNC(=O)/C(=C\c1ccco1)NC(=O)c1ccco1	-10	-1	23	i	-3	-1	-5	-1.0	-1	-1.8
Cc1ccc(Nc2cc(C)nc3nnnn23)cc1	0	7	-5	i	1	2	-1	0.3	-6	-1.8
CCC(C)[C@H](NC(=O)[C@H](Cc1ccccc1)n1c(=O)[nH]c2ccccc2c1=O)C(=O)N1CCC[C@@H]1C(=O)O (stereo partly drawn)	1	-2	7	i	6	4	-6	1.4	-3	-1.5
CCOc1ccc(CN(CCC#N)C(=S)NC(=O)c2ccccc2)cc1	-7	-1	-4	i	-1	0	8	-0.9	0	-0.1
Cc1ccc(O)c(C(=O)c2cc(C(=O)NCCc3ccccc3)c(=O)n(CCc3ccccc3)c2)c1	-13	-7	-9	i	2	-5	0	0.6	3	4.3
OC[C@H](O)[C@H](O)[C@@H](O)[C@@H](O)[C@@H]1SC(c2ccccc2)=NN1c1ccccc1	-11	-1	10	i	-1	-2	2	-0.4	4	0.4
Cc1ncc(CO)c(/C=N/NC(=O)c2ccccc2Br)c1O	-9	1	-4	i	1	-5	0	-0.4	-1	-1.8
Cc1ccc(C(=O)Nc2ccc3c(c2)OCCO3)c(C)c1	-2	4	8	i	3	5	0	-1.4	3	-1.1
Following part:
SMILES	Scp1 inh	CSN inh	MLLE-PAM2 inh	Rpn11 inh	NadD inh	SUMO1-SIM PPI	DNMT1 block	TbMetRS inhib	STEP inh	LMPTP inh
Cc1cccc(N(CC(=O)Nc2ccccc2F)S(C)(=O)=O)c1	-3	1	-1	i	-2	-3	2	-1.0	-2	-0.5
CS(=O)(=O)N1CCN(c2ccccc2NC(=O)c2ccco2)CC1	-8	-1	-3	i	-1	6	0	-0.4	-1	-1.2
NC(=O)C1(N2CCCCC2)CCN(CC(=O)Nc2ccc(Oc3ccccc3)cc2)CC1	-4	-2	2	i	-9	-2	0	-0.8	0	-0.8
COC(=O)c1ccc(CNS(=O)(=O)c2ccc3ccccc3c2)cc1	10	4	-1	i	2	3	4	-0.1	1	1.4
CC(=O)c1c(N2CCOCC2)nc(=S)n(-c2ccccc2)c1C	2	2	45*	i	3	0	11	-0.4	-2	-1.0
CN1C(=S)N(c2ccccc2)C(=O)/C1=C/c1cccs1	-9	1	-6	i	-5	0	5	0.3	-2	-0.5
CN1CCN(C(=O)CCc2ncc(C(F)(F)F)cc2Cl)CC1	-3	-15	11	i	-1	2	1	0.6	3	-2.8
COC(=O)CC1c2cc(OC)c(OC)cc2CC(=O)c2cc(OC)c(OC)cc21 (stereo not drawn)	-10	-2	1	i	-1	-9	-3	-0.4	-2	-0.4
